Compound activity from PubChem BioAssay.
Chronic BCR inh: qHTS Assay to Find Inhibitors of Chronic Active B-Cell Receptor Signaling; ABC-DLBCL IkBa-CBG/CBR reporter, luminescence ratio, 4 h; Potency, µM (top dose mostly 46.1 µM), for inactives: at the highest dose ratio change, negative = lower green/red ratio, most hits filed as inhibitors; 340,000 compounds, 0.05% hits; AID 493014, 2011; active means well fitted inhibition curve with a large enough effect in the signal ratio, with a control signal flat, not every such curve was filed as active; inconclusive means small, poorly fitted or top-dose-only effect, or effect the other way, or a change in a side signal; the % refers to the signal ratio;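 further: potency means the concentration at half of the fitted maximal effect; plate controls were basal doxycycline-induced cells for no effect and cells given 10 µM MG132 for full effect; MG132 reads +100%, hits lower the ratio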
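Cell line TMD8 (human ABC DLBCL), stably expressing tet-inducible CBG68-IkBa fusion and CBR; IMDM/0.5% FBS; cpd up to 46 uM; dox induction, 4 h, 37C/5% CO2; dual luminescence; green/red ratio; MG132 control.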
a7 integrin act: qHTS for Activators of Integrin-Mediated Alleviation for Muscular Dystrophy; Potency, µM (highest dose often 38.3 µM), for inactives: at the highest dose activation, most hits filed as activators; AID 624291, 2012; 350,000 compounds, 0.064% hits; alpha7betagal myoblasts, beta-gal FDG fluorescence, 48 h;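 further: potency means the concentration at half of the fitted maximal effect; 100% = response of the positive control SU9516; nearly all actives have a fitted effect of over 60% in size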
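alpha7betagal+/- myoblasts (passage 13, 250/well) treated 48 h at 37C with compounds at 1:260 dilution of DMSO stock. Lysed, then beta-galactosidase activity read as FDG fluorescence (ex 480/em 540) after 30 min, with pre-read for autofluorescence.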
GALK inh: qHTS Assay for Inhibitors of Human Galactokinase (GALK) | 270,000 compounds, 0.007% hits | Potency, µM (titrated, usually from 57.5 µM), for inactives: at the top dose activity change, negative = inhibition, most hits filed as inhibitors | AID 1868, 2009 | P51570 | Purified GALK, Kinase-Glo residual ATP luminescence; further: potency means the concentration at half of the fitted maximal effect; on the % scale 0 is the no-effect control and ±100 the full control effect
Target sequence (P51570 whole entry, looked up): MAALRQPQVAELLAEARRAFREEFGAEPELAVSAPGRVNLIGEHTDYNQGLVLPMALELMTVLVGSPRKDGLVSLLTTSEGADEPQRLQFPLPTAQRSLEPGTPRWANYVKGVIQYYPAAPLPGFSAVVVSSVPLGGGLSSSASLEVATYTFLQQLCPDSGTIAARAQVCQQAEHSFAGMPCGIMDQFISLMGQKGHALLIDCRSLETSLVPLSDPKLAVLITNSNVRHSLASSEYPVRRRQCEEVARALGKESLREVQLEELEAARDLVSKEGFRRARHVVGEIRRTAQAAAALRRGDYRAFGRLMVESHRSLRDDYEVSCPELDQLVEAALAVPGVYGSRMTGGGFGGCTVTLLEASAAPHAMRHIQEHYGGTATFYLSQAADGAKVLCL
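5 nM enzyme, 35 uM ATP, 100 uM galactose, 20 mM HEPES pH8.0, 5 mM MgCl2; 1 h RT; residual ATP by Kinase-Glo Plus luminescence, qHTS format.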
PKM2 act: qHTS Assay for Activators of Human Muscle isoform 2 Pyruvate Kinase. Potency, µM (titrated, usually from 57.5 µM), for inactives: at the top dose activation, hits mostly activators. AID 1631, 2009. 260,000 compounds, 0.34% hits. purified PKM2, Kinase-Glo ATP luminescence, activation; response scale: 0% is enzyme alone, no compound; further: potency means the concentration at half of the fitted maximal effect; on the % scale 0 is the no-effect control and ±100 the full control effect; nearly all actives have a fitted effect of over 55% in size
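hPK-M2, >95% pure; 0.1 mM ADP / 0.5 mM PEP final; imidazole pH7.2 buffer w/ 7 mM MgCl2, 50 mM KCl; 1 h RT; Kinase-Glo lum. Intermediate enzyme activity for dual inhibitor/activator qHTS.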
Menin MLL FP TR: qHTS Assay for Inhibitors Targeting the Menin-MLL Interaction in MLL Related Leukemias: Competition With Texas Red Labeled MLL-derived Mutant Peptide. O00255. Menin + Texas Red MLL mutant peptide, fluorescence polarization. Potency, µM (titrated, usually from 61.6 µM), for the others: at the highest dose FP activity change, negative = inhibition, most hits filed as inhibitors. 270,000 compounds, 0.23% hits. AID 1768, 2009; active means well fitted inhibition curve with a large enough effect in the polarisation, with a control signal flat, not every such curve was filed as active; inconclusive means small, poorly fitted or top-dose-only effect, or effect the other way, or a change in a side signal; inactive means no such curve, though single readings can be large or run the other way; the % refers to the polarisation; further: potency means the concentration at half of the fitted maximal effect; % of control where 0% means no effect; many of its hits are not listed in these tables
B2AR arrestin: qHTS assay of beta-arrestin-biased ligands of beta2-adrenergic receptor; beta-arrestin recruitment to beta2AR, cell-based reporter; Potency, µM (highest dose often 46.1 µM), for the others: at the highest dose activation, most hits filed as activators; 330,000 compounds, 0.02% hits;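 further: potency means the concentration at half of the fitted maximal effect; 0% = DMSO controls and full agonism = EC100 isoproterenol or metaproterenol; nearly all actives have a fitted effect of over 65% in size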
Tb PFK inh: qHTS Assay to Find Inhibitors of T. brucei phosphofructokinase | T. brucei PFK, ADP-Glo luminescence | Potency, µM (highest dose often 57.5 µM), without a hit: top-dose activity, negative = inhibition, hits mostly inhibitors | AID 485367, 2010 | 330,000 compounds, 0.17% hits | ATP-dependent 6-phosphofructokinase (Trypanosoma brucei brucei), O15648;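 further: potency means the concentration at half of the fitted maximal effect; 0% = uninhibited 1x PFK enzyme wells and -100% = no-enzyme wells; nearly all actives have a fitted effect of over 60% in size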
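PFK 1.25 nM, F6P 0.5 mM, ATP 0.1 mM, 0.1 M TEA pH 8.0, 5 mM MgCl2, 0.01% Tween20, 0.1% BSA; 45 min RT. ADP-Glo readout. qHTS titration up to 57 uM; curves fitted, compounds curve-classed.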
PTAP TSG101 blk: qHTS Assay for Iinhibitors of HIV-1 Budding by Blocking the Interaction of PTAP/TSG101; Tumor susceptibility gene 101 protein (Homo sapiens), Q99816; Fluorescence polarization, FITC-PTAP peptide / Tsg101 binding; Potency, µM (doses to about 115 µM), without a hit: at the top dose activity change, negative = inhibition, hits mostly inhibitors; 340,000 tested, under 10 active; AID 493005, 2010; active means well fitted inhibition curve with a large enough effect in the main read-out, with a control signal flat, not every such curve was filed as active; inconclusive means small, poorly fitted or top-dose-only effect, or effect the other way, or a change in a side signal; inactive means no such curve, though single readings can be large or run the other way; further: potency means the concentration at half of the fitted maximal effect; % of control where 0% means no effect
Target sequence (Q99816 whole entry, looked up): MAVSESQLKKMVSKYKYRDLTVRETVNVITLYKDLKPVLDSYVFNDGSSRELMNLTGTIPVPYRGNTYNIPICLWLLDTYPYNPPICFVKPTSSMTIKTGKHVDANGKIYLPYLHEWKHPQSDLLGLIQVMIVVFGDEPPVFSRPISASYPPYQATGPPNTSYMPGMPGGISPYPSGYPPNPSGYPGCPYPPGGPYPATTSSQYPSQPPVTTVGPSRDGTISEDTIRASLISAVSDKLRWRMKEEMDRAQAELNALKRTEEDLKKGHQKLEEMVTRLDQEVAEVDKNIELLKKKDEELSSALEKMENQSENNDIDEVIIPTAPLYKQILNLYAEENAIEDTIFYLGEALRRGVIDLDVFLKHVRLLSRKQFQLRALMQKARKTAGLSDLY
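Fluorescence anisotropy tracks displacement of a FITC-tagged PTAP peptide (50 nM) from the Tsg101 binding domain (10 uM), following a 20 min room-temperature incubation at pH 7.5.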
S-ASM inh: Inhibitors of Secretory Acid Sphingomyelinase (S-ASM): qHTS. placental ASM, HMU-PC fluorogenic substrate, 60 min. 340,000 compounds, 0.006% hits. Potency, µM (highest dose often 57.5 µM), for inactives: at the highest dose activity change, negative = inhibition, actives largely listed as inhibitors. Sphingomyelin phosphodiesterase (Homo sapiens), P17405; further: potency means the concentration at half of the fitted maximal effect
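Fluorogenic HMU-PC substrate (9 uM final) is turned over by placental ASM in 60 min at 37 C after a 10 min compound preincubation. Reaction ended by alkaline stop (pH 10), with fluorescence read at 386/447 nm.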
FBPA coupling cs: qHTS Assay for Inhibitors of Fructose-1,6-bisphosphate Aldolase from Giardia Lamblia: Coupling assay counterscreen | coupling enzyme system counterscreen, AmpLite Red fluorescence | activity change, negative = inhibition, % at 58.2 µM, hits read low | 290,000 compounds, 0.67% hits | AID 2472, 2010; in the data active means activity change below about -30%; further: on the % scale 0 is the no-effect control and ±100 the full control effect
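Fluorescence at 525 nm excitation and 598 nm emission measured inhibition of the coupled detection system without aldolase. Compounds (at 57.5 uM final) were preincubated 10 min at room temperature with coupling enzyme reagent before a 20 min substrate/AmpLite Red step.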
Giardia kill: Small Molecules that selectively kill Giardia lamblia: qHTS | activity change, % at 7.66 µM, hits read low | Giardia lamblia trophozoite viability | 340,000 compounds, 0.15% hits | AID 540267, 2011; in the data active means activity change below about -80%; inconclusive means between about -30% and that limit;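 further: parasites exposed to compound for two days anaerobically before the ATP read; on the % scale 0 is the no-effect control and ±100 the full control effect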
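Giardia trophozoites, 100 cells per well, were exposed to compounds for 48 hrs at 37 deg C under anaerobic conditions; viability was then read as ATP content by bioluminescence after 15-30 min at room temperature.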
The depositor's hits bear a star; u = inconclusive; x = not tested or not shown; [ ] = another dose, or the depositor's remark. Unless noted, the call rests on the fitted dose curve; in most records, active means well fitted curve in the direction sought with a large enough effect; inconclusive means small, poorly fitted or top-dose-only effect, or another doubt; inactive means no such curve, though single readings can be large; an effect the other way counts as inactive or inconclusive. Only part of the results is shown; count on the stated rates, not on these rows.

SMILES | Chronic BCR inh | a7 integrin act | GALK inh | PKM2 act | Menin MLL FP TR | B2AR arrestin | Tb PFK inh | PTAP TSG101 blk | S-ASM inh | FBPA coupling cs | Giardia kill
COc1ccc(-c2ccc(/C=C3/C(=N)N4C=CSC4=NC3=O)o2)c([N+](=O)[O-])c1 | u | 6% | 0% | -1% | u | -0.4% | 0% | 1% | -9% | -3 | 3
Cc1c(C(N)=O)sc2nc(-c3ccccc3)cn12 | -3% | 27% | 1% | 5% | 1% | 0.3% | 2% | -3% | 2% | -1 | -1
Cc1ccc(S(=O)(=O)N2[C@@H](c3ccc(C(C)(C)C)cc3)C(C(=O)O)=CC[C@H]2c2cccc(Cl)c2)cc1 | u | 0% | x | x | x | 0.0% | 10% | -6% | 4% | x | -5
CCN1CCN(c2ccc(S(=O)(=O)N3CCCCC3)cc2NC(=O)c2ccc([N+](=O)[O-])s2)CC1 | -1% | -35%[inhibitor] | x | x | x | 0.0% | 2% | -4% | -2% | x | u
CC(C)CCOc1ccc(C(=O)C[N+]2(C)CCOCC2)cc1 | 9% | -6% | 0% | -4% | x | 0.1% | 4% | -8% | -1% | 3 | 2
CCOC(=O)c1csc(NC(=O)c2ccc(OC)c(OC)c2)n1 | 7% | 1% | -1% | -3% | -5% | 0.1% | -6% | -1% | -1% | 1 | -18
Cc1ccccc1NC(=O)c1cccc(S(=O)(=O)Nc2cccc(C(=O)O)c2)c1 | 6% | 5% | 6% | 1% | 27% | 0.0% | -7% | 1% | 2% | 7 | -5
O=C(NCc1ccco1)c1cc2nc(-c3cccs3)cc(C(F)(F)F)n2n1 | -2% | -17% | 0% | 6% | 14% | -0.2% | -8% | x | 330%[activator] | 2 | -10
COc1ccc(N2C(=O)CC(N3CCN(c4ccc(S(C)(=O)=O)cc4)CC3)C2=O)cc1 (stereo not drawn) | 3% | 9% | 1% | 1% | 0% | -0.6% | 2% | x | 4% | 2 | 8
COc1cc(OC)c(S(=O)(=O)Nc2ccccc2C(=O)O)cc1S(=O)(=O)Nc1ccccc1C(=O)O | 4% | 2% | -1% | -7% | 28% | -0.4% | -6% | -3% | 6% | 11 | -2
O=C(N1CCOCC1)N(Cc1cccs1)C1CCCC1 | -1% | u | 5% | 4% | 0% | 0.3% | -2% | -1% | 4% | -1 | 6
Brc1ccc(CNCCCSc2ncccn2)cc1 | -1% | -34% | -2% | 0% | -5% | -1.7% | 0% | -2% | -1% | -1 | 11
COc1ccc(-c2[nH]ncc2CN(C)Cc2cc(C)[nH]n2)c(F)c1 | -3% | 10% | 3% | 0% | -1% | -0.8% | -2% | -4% | 5% | -10 | -3
COc1ccc(/C=C2\C(=O)NCC(=O)N2Cc2ccccc2)cc1 | -28% | -14% | -3% | -1% | 7% | 0.1% | -3% | -4% | -1% | 0 | 2
CC(=O)Nc1ccc(S(=O)(=O)N(C)CC(=O)OCC(=O)N2CCN(C(=O)c3ccco3)CC2)cc1 | -2% | 4% | x | x | x | -0.3% | u | -7% | -1% | x | 31[activator]
COc1cccc(NC(=O)Cn2c(CCC(=O)O)ccc2-c2ccccc2)c1 | 6% | -27% | 4% | -4% | 9% | 0.1% | -1% | 0% | 20% | 4 | -6
CCOC(=O)c1c(-c2ccc(C)o2)csc1NC(=O)CSc1nnc(C)s1 | 3% | -28% | 0% | 13µM* | 6% | 0.4% | -15% | -7% | -3% | -8 | 3
O=c1c(/C=N/O)coc2ccc(Cl)cc12 | 6% | 16% | x | -9% | x | -0.5% | 0% | 0% | 0% | -1 | -15
COc1cccc(C(=O)Oc2ccccc2/C=C\C(=O)c2cc3ccccc3o2)c1 | u | -37% | 0% | 6% | 16% | 5.8% | 1% | -1% | -7% | -4 | -22
CSc1ccc(CN(C)CC(=O)NCc2ccccc2)cc1 | -10% | 3% | -4% | 1% | -14% | 0.1% | -2% | -2% | 6% | 1 | -2
COc1ccccc1-c1cc(C(F)(F)F)nc(S(=O)(=O)CCCC(=O)N2CCOCC2)n1 | u | 0% | -4% | -6% | -12% | u | -1% | -9% | 13% | 1 | -10
O=C(CN1CCN(c2ccccc2F)CC1)NC(=O)NCc1ccccc1 | 11% | 17% | 4% | -6% | -17% | 0.1% | 0% | -1% | -1% | 0 | -1
CCOC(=O)c1sc2nc(CSc3ccccc3)[nH]c(=O)c2c1C | 0% | -26% | 2% | 9% | 33%[activator] | 0.2% | 0% | 0% | 0% | -3 | 40[activator]
O=C(CN1C(=O)c2ccc([N+](=O)[O-])cc2C1=O)NCc1ccco1 | 14% | 12% | 0% | -2% | -12% | -0.1% | 6% | -1% | -1% | -1 | -1
O=C1NCCN(Cc2ccoc2)C1CC(=O)N(Cc1ccccc1)CC1CCC1 (stereo not drawn) | 1% | 36% | -1% | 2% | -2% | -0.4% | 0% | 0% | 2% | 1 | 4
More results:
SMILES | Chronic BCR inh | a7 integrin act | GALK inh | PKM2 act | Menin MLL FP TR | B2AR arrestin | Tb PFK inh | PTAP TSG101 blk | S-ASM inh | FBPA coupling cs | Giardia kill
C=CCn1cn[nH]c1=S | 5% | -451%[inhibitor] | 4% | 16% | -1% | -0.3% | -7% | 0% | 1% | 1 | -22
O=C(CSc1cc(Cl)ccc1Cl)NCCN1C(=O)CSC1=O | 1% | 4% | x | x | x | 0.4% | -2% | -4% | 3% | x | 14
Cc1ccc(/C=N\NC(=O)c2cc(OCC(F)(F)F)ccc2OCC(F)(F)F)cc1 | -2% | 21% | -3% | 0% | x | -0.8% | -2% | -1% | 2% | -12 | -17
Fc1ccc(CCNC(=S)Nc2ccc(F)cc2)cc1 | u | -41% | 0% | -24% | -7% | 5.3% | -17% | -1% | 2% | -1 | 3
COC(C(=O)N/N=C(\C)c1ccc(C(C)(C)C)cc1)c1ccccc1 (stereo not drawn) | u | -19% | -1% | 2% | u | -1.0% | 0% | -1% | -2% | -1 | 7
O=C(NCc1cccs1)c1ccccc1F | 1% | 16% | 0% | 11% | 11% | -0.7% | -4% | -5% | 1% | 0 | 8
CC(C)(C)c1nc(SCC(=O)NCc2cccs2)c2ccccc2n1 | 2% | u | 3% | -10% | 0% | 0.2% | -1% | 0% | 5% | 1 | u
CCN(Cc1ccccc1)C(=O)CN1C(=O)NC2(CC(C)CC(C)(C)C2)C1=O (stereo not drawn) | 1% | -10% | -5% | -8% | x | -1.1% | 2% | 0% | 2% | x | -8
O=C(c1ccc(F)cc1)c1cc2ccc(O)cc2oc1=O | u | -19% | 14% | x | 9% | -0.8% | -17% | 1% | 25% | 8 | -2
COc1nc(N)nc(N2CCOCC2)n1 | 3% | -24% | 0% | -3% | 1% | -0.4% | 3% | -3% | 3% | -1 | -15
NC(=O)CSc1nnnn1-c1ccc(OC(F)(F)F)cc1 | u | 9% | 0% | 26% | -1% | 0.0% | 8% | -9% | 2% | -5 | -5
CC(=O)c1ccc(N2CCN(C(=O)/C=C/c3cccs3)CC2)cc1 | -4% | 12% | 5% | 3% | -18% | 0.0% | 0% | -6% | -1% | 1 | 2
COc1ccc(NC(=O)c2ccccc2)cc1 | u | 10% | x | x | x | 2.6% | -2% | x | -4% | x | 1
Cn1[nH]c(-c2ccccc2)c(/C=N/O)c1=O | u | -6% | 0% | -3% | 0% | 0.1% | -1% | -4% | 5% | 2 | -19
COc1ccc(CNS(=O)(=O)c2ccc(C3CNC(=O)C3)cc2)cc1 (stereo not drawn) | -1% | 18% | -4% | 0% | -4% | -0.1% | 8% | -5% | -1% | 0 | 5
COc1ccc(C(=O)CSc2nc(C)cc(=O)[nH]2)cc1C | 0% | 2% | -4% | x | -11% | 0.4% | 2% | -2% | 5% | 0 | 0
O=C(Nc1cccc(-c2cccc(F)c2)c1)C1CCN(Cc2ccc(CO)o2)CC1 | 2% | -37% | 0% | x | u | -0.5% | 0% | 1% | -2% | 1 | -1
